Screening data from PubChem BioAssay.
hERG protect: shields human hERG channel from block by proarrhythmic agents; CHO-hERG, FluxOR thallium flux, dofetilide IC70 present; AID 1511; activation (rescue from dofetilide block), less the hit threshold, % at 10 µM; hit rate 0.51% among 310,000;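 active = activation above the mean of controls blocked by dofetilide plus 5 SD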;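 also: thallium influx through hERG after potassium depolarization seen as dye fluorescence rise; in these data hits start at about 4.7%; inactives centre near -7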
KCNK3 inh: human KCNK3 channel inhibition, primary screen; B-score at 10 µM; O14649; hit rate 0.84% among 340,000; AID 602410; CHO-KCNK3 thallium flux, FluxOR fluorescence; stronger effect = lower value;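 active = B-score under library mean minus 4 SD, starting fluorescence ratio at most library mean plus 5 SD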;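 also: more negative B-score means stronger inhibition of thallium flux through KCNK3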
TRPC4 act: opens the mouse TRPC4 cation channel. hit rate 0.49% among 310,000. Q9QUQ5. AID 2237. HEK293 TRPC4beta/mu-opioid, Fluo4 calcium fluorescence; stronger effect = higher value. B-score at 10 µM;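 active = B-score above 5 SD of library B-scores, and initial fluorescence ratio not above library mean plus 5 SD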;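 also: positive B-score marks a calcium rise read as TRPC4 activation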
Target sequence (Q9QUQ5 whole entry, looked up): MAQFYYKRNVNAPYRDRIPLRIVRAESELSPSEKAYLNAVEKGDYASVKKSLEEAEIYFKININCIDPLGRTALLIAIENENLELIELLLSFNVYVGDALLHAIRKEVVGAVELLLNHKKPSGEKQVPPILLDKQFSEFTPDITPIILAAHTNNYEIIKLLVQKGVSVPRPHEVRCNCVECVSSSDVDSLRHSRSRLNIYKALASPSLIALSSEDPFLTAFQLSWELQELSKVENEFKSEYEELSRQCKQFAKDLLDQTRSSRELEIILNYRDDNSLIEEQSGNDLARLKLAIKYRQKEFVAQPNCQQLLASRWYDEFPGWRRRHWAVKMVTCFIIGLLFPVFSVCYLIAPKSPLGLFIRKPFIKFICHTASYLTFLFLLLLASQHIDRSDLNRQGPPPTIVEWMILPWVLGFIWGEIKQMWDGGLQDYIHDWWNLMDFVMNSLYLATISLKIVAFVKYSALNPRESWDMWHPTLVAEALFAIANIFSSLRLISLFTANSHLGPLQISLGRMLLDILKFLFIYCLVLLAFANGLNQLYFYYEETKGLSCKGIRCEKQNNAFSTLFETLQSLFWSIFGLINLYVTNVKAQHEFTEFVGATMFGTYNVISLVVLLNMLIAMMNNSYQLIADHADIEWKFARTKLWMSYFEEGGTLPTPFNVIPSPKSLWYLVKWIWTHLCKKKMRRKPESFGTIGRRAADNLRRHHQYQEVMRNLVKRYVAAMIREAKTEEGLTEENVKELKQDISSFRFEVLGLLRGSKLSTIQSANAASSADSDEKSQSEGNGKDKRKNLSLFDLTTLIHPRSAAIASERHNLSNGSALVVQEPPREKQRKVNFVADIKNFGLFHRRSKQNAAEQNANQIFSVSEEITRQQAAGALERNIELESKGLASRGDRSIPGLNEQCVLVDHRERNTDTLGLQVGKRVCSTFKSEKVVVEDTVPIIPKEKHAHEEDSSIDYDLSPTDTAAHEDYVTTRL
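Incubation: 45 min room-temperature Fluo4 loading, 110 s read / System: HEK293 cells stably co-expressing mouse TRPC4beta and mu-opioid receptor / Signal: Fluo4 fluorescence, kinetic / Control set: buffer (low) and maximal DAMGO (high) / Measure: integrated baseline-normalised fluorescence ratio, converted to per-well B score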
PolyA inhibitor: yeast polyadenylation inhibition; S. cerevisiae SKY197-pL101 polyadenylation reporter, beta-gal luminescence; efflux-impaired pdr1/pdr3 knockout yeast; score 100 = 6 SD above DMSO; calls only at 12 µM; hit rate 0.02% among 300,000;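 active = lowest replicate activity score at least 50, where 100 means six control SD above control mean; inconclusive = lowest score under 50 but half or more replicates reach 50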;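 also: yeast exposed to compound for 9 h at 30 °C; higher score means more reporter readthrough which indicates perturbed polyadenylation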
TRPC4 PAM: allosterically enhances the mouse TRPC4 cation channel. B-score at 10 µM. Q9QUQ5. hit rate 0.42% among 310,000. AID 2227. HEK293 TRPC4beta/mu-opioid, DAMGO EC20, Fluo-4 Ca2+ flux; stronger effect = higher value;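 active = B-score of calcium response area above 5 SD of library B-scores, with initial fluorescence ratio within 5 SD of library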;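 also: B-score of integrated fluorescence ratio over time as area under calcium response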
KCNQ1 pot: human KCNQ1 channel potentiation or activation. P51787. CHO-K1 KCNQ1, thallium flux FluxOR fluorescence; stronger effect = higher value. B-score at 10 µM. hit rate 0.35% among 310,000;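 active = fluorescence ratio B-score, a plate-corrected score, at least three library SD, with initial intensity B-score within 5 SD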
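System: CHO-K1 cells stably expressing KCNQ1 / Medium: assay buffer for compound exposure, DMSO matched across wells / Reagent: thallium- and potassium-containing depolarizing buffer / Compound: one concentration, matched DMSO / Incubation: 20 min compound pretreatment at room temperature / Measured by: kinetic FluxOR fluorescence, 10 s baseline plus 110 s post-stimulus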
KCNK9 block: inhibitors of human KCNK9 two-pore domain potassium channel; Q9NPC2; HEK293 KCNK9, FluxOR thallium flux fluorescence; stronger effect = lower value; B-score at 10 µM; hit rate 1.2% among 310,000; AID 488922;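 active = ratio B-score over 3 SD below the library mean, with starting fluorescence within 5 SD of its mean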;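 also: negative B-score means less thallium flux so channel inhibition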
KCNQ1 inh: blocks the human KCNQ1 potassium channel | P51787 | B-score at 10 µM | CHO-K1 KCNQ1, FluxOR thallium flux fluorescence; stronger effect = higher value | AID 2642 | hit rate 1.3% among 310,000;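 active = compounds whose thallium flux B-score, printed positive for inhibition, exceeds three library SD while starting fluorescence stays within three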;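 also: channel opened by potassium depolarization with thallium stimulus after 20 min compound exposure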
Dyrk1A ADPGlo: blocks rat Dyrk1A kinase activity. Q63470. ADP-Glo luminescence, NFATc1 peptide. inhibition, % at 12.5 µM. hit rate 0.43% among 310,000. AID 504441; in the data active = inhibition above about 50%;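 also: plate controls were vehicle with enzyme for no effect and no enzyme for full effect; many of its hits are not listed in these tables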
Platelet DG rel: modulates dense granule release in human platelets. inhibition, %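 (compounds screened at 7.5 µM in platelet-rich plasma)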. hit rate 0.22% among 300,000. human platelet-rich plasma, SFLLRN dense granule ATP release, luminescence;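 active = mean replicate score, as percent of positive control, at or above 50; inconclusive = mean below 50 but at least one replicate at or above 50; inactive = mean and every replicate below 50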
TRPC4 inh: blocks the mouse TRPC4 cation channel | Q9QUQ5 | AID 2247 | B-score at 10 µM | HEK293 TRPC4beta/mu-opioid, DAMGO-evoked Fluo4 calcium flux; stronger effect = lower value | hit rate 0.39% among 300,000;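 active = B-score over 3 SD under the library average, no early fluorescence shift, positive overall ratio signal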
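test system = HEK293 cells with stable TRPC4beta plus mu-opioid receptor expression | detection = Fluo4 Ca2+ flux fluorescence | read-out = integrated fluorescence ratio relative to baseline, converted to per-well B score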
Numbers without * were called inactive; i = inactive; u = inconclusive; x = no result given. This is a subset, so the mix of outcomes need not match the whole.

SMILES	hERG protect	KCNK3 inh	TRPC4 act	PolyA inhibitor	TRPC4 PAM	KCNQ1 pot	KCNK9 block	KCNQ1 inh	Dyrk1A ADPGlo	Platelet DG rel	TRPC4 inh
Cn1cc(S(=O)(=O)N2CCc3ccccc32)cc1C(=O)Nc1ccc(Cl)cc1	-9	i	i	i	i	i	i	i	-1	62*	i
CCOC(=O)c1c(NC(=O)c2ccccc2)sc2c(O)c(CN(CC)CC)ccc12	-15	i	i	i	i	i	i	i	14	5	i
Cc1ccc(C(=O)N/C(=C\c2cccc([N+](=O)[O-])c2)C(=O)NC(Cc2ccccc2)C(=O)O)cc1 (stereo not given)	-7	i	i	i	i	i	i	i	-8	-8	i
Cc1cc(C)nc(N2CCCC(C(=O)NC3CC3)C2)n1 (stereo not given)	-7	i	i	i	i	i	i	i	2	1	i
COc1nnc(-c2ccc(C)c(S(=O)(=O)NC(C)(C)CO)c2)c2ccccc12	1	i	i	i	i	i	i	i	5	12	i
Cc1nc(-c2ccccc2)sc1-c1nc(-c2ccncc2)ncc1S(=O)(=O)c1ccccc1	-7	i	i	i	i	i	i	i	-6	0	i
CCC(=O)Nc1ccc(S(=O)(=O)N2CCC(c3nc4ccccc4[nH]3)CC2)cc1	-18	i	i	i	i	i	i	i	-5	34	i
CCCn1nnc(NC(=O)COc2ccc(CC)cc2)n1	-9	i	i	i	i	i	i	i	-7	-6	i
COc1ccc(CC(=O)N2N=C(C)CC2(O)C(F)(F)F)cc1OC (stereo not given)	-9	i	i	x	i	i	i	i	-2	x	i
O=C(C1CCCN1S(=O)(=O)c1cccc2nsnc12)N1CCN(c2ccc(F)cc2)CC1 (stereo not given)	-12	i	i	i	i	i	i	i	7	3	i
Cc1ccc(NC(=O)CCl)cc1S(=O)(=O)N1CCCCCC1	-14	i	i	i	i	i	i	i	-3	-1	i
O=C(CSc1ccc(-c2ccc(F)cc2)nn1)N1CCCc2ccccc21	-5	i	i	i	i	i	i	i	2	10	i

Grouped by structure: those above containing a halogen.
SMILES	hERG protect	KCNK3 inh	TRPC4 act	PolyA inhibitor	TRPC4 PAM	KCNQ1 pot	KCNK9 block	KCNQ1 inh	Dyrk1A ADPGlo	Platelet DG rel	TRPC4 inh
Cn1cc(S(=O)(=O)N2CCc3ccccc32)cc1C(=O)Nc1ccc(Cl)cc1	-9	i	i	i	i	i	i	i	-1	62*	i
COc1ccc(CC(=O)N2N=C(C)CC2(O)C(F)(F)F)cc1OC (stereo not given)	-9	i	i	x	i	i	i	i	-2	x	i
O=C(C1CCCN1S(=O)(=O)c1cccc2nsnc12)N1CCN(c2ccc(F)cc2)CC1 (stereo not given)	-12	i	i	i	i	i	i	i	7	3	i
Cc1ccc(NC(=O)CCl)cc1S(=O)(=O)N1CCCCCC1	-14	i	i	i	i	i	i	i	-3	-1	i
O=C(CSc1ccc(-c2ccc(F)cc2)nn1)N1CCCc2ccccc21	-5	i	i	i	i	i	i	i	2	10	i

The results go on:
SMILES	hERG protect	KCNK3 inh	TRPC4 act	PolyA inhibitor	TRPC4 PAM	KCNQ1 pot	KCNK9 block	KCNQ1 inh	Dyrk1A ADPGlo	Platelet DG rel	TRPC4 inh
COc1ccc2c(c1OC)C(=O)N1N=C(c3ccc(O)cc3)CC21 (stereo not given)	-3	i	i	i	i	i	i	i	-7	-10	i
COc1ccc(NC(=S)NC(=O)c2cncc(Br)c2)cc1	-2	i	i	i	i	i	i	i	x	1	i
COc1cccc(/C=N/NC(=O)CNC(=O)c2ccco2)c1O	-19	i	i	i	i	i	i	i	11	5	i
CCc1ccc(CN2CCC(n3nccc3NC(=O)c3ccccc3Cl)CC2)cc1	-16	i	i	i	i	i	i	i	-1	-4	i
CCN1C(=O)/C(=C\c2cn(-c3ccccc3)nc2-c2cccnc2)SC1=S	-10	i	i	i	i	i	i	i	-3	11	i
O=S(=O)(Nc1cccc(Cl)c1)c1ccc(-n2cccn2)cc1	-8	i	i	i	i	i	i	i	1	-20	i
O=C(Nc1ccccc1C(=O)N1CCCC1)c1cccc(S(=O)(=O)N2CCCCC2)c1	-3	i	i	i	i	i	i	i	-3	3	i
CCOC(=O)C1CCN(S(=O)(=O)c2ccc(C(C)=O)cc2)CC1	3	i	i	i	i	i	i	i	x	0	i
O=C(CSc1nnc(-c2ccc3c(c2)OCO3)n1-c1ccccc1)c1ccc(Cl)cc1	-2	i	i	i	i	i	i	i	3	11	i
FC(F)(F)c1ccc(CN2CCN(Cc3ccco3)CC2)cc1	-8	i	i	i	i	i	i	i	-5	5	i
CS(=O)(=O)c1ccc(C(=O)OC2CCOC2=O)cc1[N+](=O)[O-] (stereo not given)	-8	i	i	i	i	i	i	i	1	10	i
CCCCn1c(N)c(N(CC(C)C)C(=O)CN2C(=O)c3ccccc3C2=O)c(=O)[nH]c1=O	-16	i	i	i	i	i	i	i	-2	-17	i
Cn1cccc1C(=O)c1ccc(Cl)cc1Cl	-12	i	i	i	i	i	i	i	-4	2	i
COC(=O)c1ccccc1NC(=O)c1ccc(COc2cccc3ccccc23)o1	-11	i	i	i	i	i	i	i	-5	1	i
CCOc1ccc(C(C)=O)cc1COc1ccc(-c2nnco2)cc1	-8	i	i	i	i	i	i	i	-1	-4	i
CC1Cc2ccccc2N1C(=O)CN1CCCCC1 (stereo not given)	-2	i	i	i	i	i	i	i	-7	2	i
O=C(N/N=C/c1cn(-c2ccccc2)nc1-c1cccs1)c1ccccc1F	-18	-9.1*	i	i	i	i	-13*	6*	0	3	i
N/C(=N\S(=O)(=O)c1cc(C(F)(F)F)cc(C(F)(F)F)c1)c1ccccc1	-2	i	i	i	i	i	i	i	x	1	i
Nc1c(NC=O)c(=O)n(Cc2ccccc2)c(=O)n1Cc1ccccc1	-11	i	i	i	i	i	i	i	-1	u	i
O=C1/C(=C/c2ccc([N+](=O)[O-])cc2)CCC1C1CCCC1 (stereo not given)	-8	i	i	i	i	i	i	i	7	1	i
O=[N+]([O-])c1cccc2c(S(=O)(=O)N3CCCCC3)cccc12	-9	i	i	i	i	i	i	i	-1	-29	i
Cc1c(C(=O)N2CCC[C@H]2CO)oc2c(F)cccc12	-9	i	i	i	i	i	i	i	x	5	i
CCc1ccc(N(C(=O)Cn2nnc(-c3ccccc3)n2)C(C(=O)NC2CCCCC2)c2ccccn2)cc1 (stereo not given)	2	i	i	i	i	i	i	i	-3	-6	i
CCOC(=O)N1CCN(C(=O)CN(c2ccccc2)S(C)(=O)=O)CC1	-6	i	i	i	i	i	i	i	2	9	i
CCn1ccnc1CN(C)Cc1cn(C)nc1-c1ccccc1F	-9	i	i	i	i	i	i	i	1	2	i
Cc1ccc2cc3cc(C(=O)NCCCN4CCc5ccccc5C4)oc3nc2c1	-11	i	i	i	i	i	i	i	3	-2	i
CCOCCCNC(=O)c1cc2c(=O)n3cccc(C)c3nc2n1C	-2	i	i	i	i	i	i	i	-3	-5	i
Cc1ccc(C(=O)NCC(=O)N2CCN(c3ncccn3)CC2)s1	-14	i	i	i	i	i	i	i	1	1	i
COc1cccc(C2CN(c3ccc(F)cc3F)N=C2c2cccs2)c1OC (stereo not given)	-2	i	i	i	i	i	i	i	1	-2	i
Cc1cc(S(=O)(=O)N2CCN(C(=O)c3ccco3)CC2)ccc1F	-9	i	i	i	i	i	i	i	5	-4	i
CC(=O)Nc1cccc(NC(=O)C(=O)c2cn(CC(=O)N3CCCCC3)c3ccccc23)c1	-12	i	i	i	i	i	i	i	x	5	i
COc1cc(NC(=O)c2ccccc2)c(OC)cc1NC(=O)Cc1ccc(F)cc1	-4	i	i	i	i	i	i	i	-1	-2	i
O=C(Nc1c2c(nn1-c1ccc(F)cc1)CS(=O)(=O)C2)C1CCCC1	-8	i	i	i	i	i	i	i	-6	1	i
O=C(Nc1ccc(Cl)c(Cl)c1)OCc1cccnc1	-10	i	i	i	i	i	i	i	3	9	i
CC(=O)C1C(c2cn(-c3ccccc3)nc2-c2cccs2)NC(=O)NC1(O)C(F)(F)F (stereo not given)	-14	i	i	i	i	i	i	i	-7	-1	i
O=[N+]([O-])c1ccccc1S(=O)(=O)NC1CC2CCC1C2 (stereo not given)	-3	i	i	i	i	i	i	i	0	5	i
Cc1nc(Cl)sc1C(=O)Nc1ccc(C(F)(F)F)cc1	-6	i	i	i	i	i	i	i	-1	18	i
Cc1ccc(NC(=S)N2CCC(NC(=O)c3cccc(F)c3)CC2)cc1	-6	i	i	i	i	i	i	i	-10	0	i
Cc1ccc(-n2c(SCC(=O)N3CCCc4ccccc43)nnc2-c2cccnc2)c(C)c1	-14	i	i	i	i	i	i	i	4	-4	i
COc1ccccc1N(CC(=O)N1CCOCC1)S(C)(=O)=O	-6	i	i	i	i	i	i	i	5	-5	i
CC1CC1c1ccc(/C=C(\C#N)C(=O)Nc2ccc(Cl)cc2)o1 (stereo not given)	-10	i	i	i	i	i	i	i	2	4	i
COc1cccc(NC(=O)C2CCCN2C(=O)Nc2ccccc2F)c1 (stereo not given)	0	i	i	i	i	i	i	i	1	2	i
CC(Oc1ccc(Cl)cc1Cl)C(=O)NNC(=O)c1cccnc1 (stereo not given)	-8	i	i	i	i	i	i	i	x	4	i
COc1ccc(/C=C/C(=O)Oc2ccc(C)cc2)cc1	-6	i	i	i	i	i	i	i	14	1	i
Cc1[nH]c2ccccc2c1/C=N/Nc1nc2ccccc2[nH]1	-7	i	i	i	i	i	i	i	14	3	i
COc1ccc(CN2CCNC(=O)C2CC(=O)NCC2CCOCC2)cc1C (stereo not given)	-14	i	i	i	i	i	i	i	2	3	i
O=S(=O)(Cc1ccccc1)N1CCN(C2Cc3ccccc3C2)CC1	-13	i	i	i	i	i	i	i	-2	2	i
O=C(O)CSCC(=O)Nc1ccc(-c2nc3ccccc3s2)cc1	-4	i	i	x	i	i	i	i	18	18	i
COc1cc([N+](=O)[O-])cc(/C=N/NC(=O)c2ccc(NC(=O)c3ccc(C)cc3)cc2)c1O	-13	i	i	i	i	i	i	i	3	-1	i
